# High-throughput results (PubChem)
# Growth percent in the NCI-60 one-dose screen (48 h, 10 µM unless noted): 100 = growth as untreated, 0 = no growth, -100 = all killed.
# OVCAR-4: OVCAR-4 ovarian cancer cells; AID 1794784; actives 3.7% (n = 80,000)
# OVCAR-5: OVCAR-5 ovarian cancer; actives 2.9% (n = 82,000); AID 1794783
# CAKI-1: CAKI-1 renal cancer; actives 4.7% (n = 75,000); AID 1794772
# RXF 393: RXF 393 renal cancer cells | actives 6.9% (n = 77,000)
# OVCAR-3: OVCAR-3 ovarian cancer; actives 7% (n = 79,000); AID 1794787
# OVCAR-8: OVCAR-8 ovarian cancer. actives 4.4% (n = 81,000)
# A498: A498 renal cancer cells | AID 1794774 | actives 5.4% (n = 76,000)
# ACHN: ACHN renal cancer; actives 4.9% (n = 81,000); AID 1794771
# Starred values were filed as active, the others as inactive; / = no result given; & = joins results of further samples. The calls were made as follows: active = growth percent below 10; inactive = the rest. Compounds as they come (roughly 10% active in at least one column).
no.	mol	OVCAR-4	OVCAR-5	CAKI-1	RXF 393
1	Cn1cc(-c2cc(N)n3nc(-c4cn(C)c5ccc(Cl)cc45)cc3n2)c2ccccc21	111	108	95	115
2	COc1ccc(/C=C2\CN(C)Cc3c2[nH]c(=O)c(C#N)c3-c2ccc(OC)c(OC)c2)cc1OC	99	89	112	/
3	O=C1OC(c2ccc3c(c2)OCO3)C=C1Nc1nc(-c2ccc(Cl)cc2)cs1 (stereo not drawn)	99	109	100	100
4	CCOC(=O)COc1ccc(/C=N/NC(=O)Cn2c(C(C)C)nc3ccccc32)cc1OC	112	107	87	112
5	COc1cc2nc(SCC(=O)NC3CCCCC3)n(-c3ccc(S(=O)(=O)Nc4ccc(Cl)nn4)cc3)c(=O)c2cc1OC	109	101	92	/
6	COc1ccc(-c2cc(-c3ccc(Nc4nc(Nc5ccc(Cl)cc5)nc(Nc5ccc(Cl)cc5)n4)cc3)no2)cc1	77	86	83	-8.5*
7	COc1ccccc1NC(=S)S	109	87	102	99
8	O=C1/C(=C/c2ccc(O)cc2)Cc2ccc(Cl)cc21	86	111	68	60
9	COc1ccc(-n2c(SCC(=O)Nc3ccc(S(=O)(=O)Nc4nccc(C)n4)cc3)nc3ccccc3c2=O)cc1	99	101	90	106
10	CC(=O)Nc1ncc(Cc2cc(Cl)ccc2Cl)s1	95	95	72	81
11	CC(O)(c1ccccc1)C(c1ccccc1)C1CCCCN1 (stereo not drawn)	98	113	102	106
12	O=C(O)CCCC1CCc2ccccc2C1 (stereo not drawn)	110	98	97	114

no.	OVCAR-3	OVCAR-8	A498	ACHN
1	122	104	101	100
2	99	100	84	88
3	116	96	104	103
4	106	105	103	104
5	108	99	92	100
6	71	86	87	84
7	104	100	128	110
8	93	86	121	80
9	111	102	92	95
10	101	100	105	87
11	105	101	106	107
12	117	108	105	115

# The list continues.
no.	mol	OVCAR-4	OVCAR-5	CAKI-1	RXF 393
13	Cn1c(NN)nc2ccccc2c1=O	90	111	97	103
14	COc1ccc(-c2nnc(CNc3ccc(Cl)cc3)o2)cc1OC	96	107	86	111
15	CCCn1c(=S)sc2c(NNC(C)=O)nc(C)nc21	101	98	71	99
16	CN(CC(O)C(O)C(O)C(O)CO)c1oc(-c2ccccc2)nc1C#N (stereo not drawn)	103	88	98	97
17	NC(=S)N/N=C/c1ccc(O)c(C(=O)O)c1	101	104	96	117
18	COc1cc2c(c(OC)c1OC)C1(CCCO1)c1cc3c(c(OC)c1-2)OCO3 (stereo not drawn)	108	102	88	109
19	CC(=O)[C@H]1CCC2C3CC=C4C[C@@H](OC(=O)CCC(=O)O)CC[C@]4(C)C3CC[C@@]21C (stereo partly drawn)	101	129	82	/
20	Cc1ccc(S(=O)(=O)Nc2ccc(C3=NNC(c4cccc(C)c4)C3)cc2)cc1 (stereo not drawn)	101	93	77	110
21	CNC(=O)c1ccccc1O	122	107	102	114
22	O=C1c2cccc3cccc(c23)C(=O)N1N1C(=O)c2cccc3c(N4CCOCC4)ccc(c23)C1=O	108	97	87	93
23	CC1(C)CC(=O)c2ncccc2O1	103	98	97	102
24	CC1(c2ccccc2)NC(=O)N(CC(=O)Nc2ccc(C(=O)/C=C/c3ccc(Cl)cc3)cc2)C1=O (stereo not drawn)	25	34	21	/

no.	OVCAR-3	OVCAR-8	A498	ACHN
13	99	96	82	106
14	95	104	100	90
15	118	102	78	88
16	101	97	99	102
17	119	102	/	106
18	/	102	88	99
19	113	84	92	105
20	107	105	88	98
21	108	107	87	97
22	106	96	64	95
23	/	106	88	100
24	-70*	18	77	13

# Next section
no.	mol	OVCAR-4	OVCAR-5	CAKI-1	RXF 393
25	COc1cccc2c1OC13Oc4c(cccc4OC)C=C1CCCCC3=C2	83	93	78	96
26	Cc1nn2c(/C=C3/C(=O)Nc4cc(Cl)ccc43)c(-c3ccccc3)nc2s1	-86*	53	-50*	-18*
27	O=C(Nc1ccccc1C(=O)NCC1CC1)c1cccs1	99	100	83	99
28	COC(=O)c1cc(C)cc(O)c1C	97	92	54	153
29	CC(C)OC(=O)Nc1ccc(F)c(F)c1	99	99	89	91
30	N#Cc1c(-c2ccc(F)cc2)nc2c(N=Nc3ccc(S(N)(=O)=O)cc3)c(N)nn2c1N	88	105	82	41
31	O=C(NC1CCOC1=O)OCc1ccccc1 (stereo not drawn)	93	112	96	110
32	CCOC(=O)c1csc(NC(=O)c2ccc(Nc3ccc([N+](=O)[O-])cc3C)c([N+](=O)[O-])c2)n1	102	100	93	98
33	CC1=Nc2ccc([N+](=O)[O-])cc2N=C(C)C1	97	102	95	101
34	FC(F)(F)Oc1ccc2c(c1)C[C@H]1C[C@@H](c3ccoc3)N2O1	/	91	83	134
35	NC(=S)SCCC(=O)O	104	101	89	112
36	CC(O)(CC(=O)O)CC(=O)O	107&107	100&96	101&84	97&108

no.	OVCAR-3	OVCAR-8	A498	ACHN
25	96	94	91	85
26	-72*	-25*	80	-26*
27	117	99	106	103
28	121	115	126	106
29	/	101	113	98
30	80	75	88	90
31	114	107	98	104
32	107	102	88	106
33	108	97	106	95
34	112	101	93	94
35	110	101	85	100
36	102&129	107&118	95&103	105&103

# Random excerpt: four entries already listed, in no set order.
no.	mol	OVCAR-4	OVCAR-5	CAKI-1	RXF 393
36	CC(O)(CC(=O)O)CC(=O)O	107&107	100&96	101&84	97&108
34	FC(F)(F)Oc1ccc2c(c1)C[C@H]1C[C@@H](c3ccoc3)N2O1	/	91	83	134
29	CC(C)OC(=O)Nc1ccc(F)c(F)c1	99	99	89	91
31	O=C(NC1CCOC1=O)OCc1ccccc1 (stereo not drawn)	93	112	96	110

no.	OVCAR-3	OVCAR-8	A498	ACHN
36	102&129	107&118	95&103	105&103
34	112	101	93	94
29	/	101	113	98
31	114	107	98	104

# Next entries follow.
no.	mol	OVCAR-4	OVCAR-5	CAKI-1	RXF 393
37	N#CCCOCC1CCCO1 (stereo not drawn)	105&93	95&96	90&95	107&113
38	CC1CCc2c(sc3nc(SCC(=O)N/N=C/c4ccc(O)c(O)c4)n(-c4ccccc4)c(=O)c23)C1 (stereo not drawn)	75	90	41	78
39	O=c1oc2c3ccccc3nn2c2ccccc12	101	97	96	98
40	CN1CCN(c2cnc(C(=O)Nc3cc(F)cc4cccnc34)cn2)CC1	8.9*	63	57	/
41	COc1ccc(OC)c(/C=C2\Oc3cc(O)ccc3C2=O)c1	87	101	94	81
42	CCCCCCCCCCCC(=O)OC(C)C(=O)Nc1ccccc1 (stereo not drawn)	105	95	91	117
43	Cc1ccc(C2=Nn3c(nn4c(SCC(=O)c5ccc(Cl)cc5)nnc34)SC2)cc1	83	106	82	83
44	Cn1c(/C(C#N)=C/c2c(Cl)cncc2Cl)nc2ccccc21	63	88	83	67
45	Oc1ccc(Br)cc1Sc1cc(Br)ccc1O	37	105	100	77
46	Cn1c(O)c(C(/C=C/c2ccccc2)=Nc2ccccc2N)c(=O)n(C)c1=O	101	83	102	109
47	CC(C)Cc1ccc(C(C)C(=O)NCc2ccc(Cn3c(=O)sn(-c4ccc(C#N)cc4)c3=O)cc2)cc1 (stereo not drawn)	82	92	72	/
48	CCOC(=O)CC(=N)C(C#N)C(=O)OCC (stereo not drawn)	93	107	95	111

no.	OVCAR-3	OVCAR-8	A498	ACHN
37	108&108	106&101	92	107&106
38	84	72	102	62
39	115	104	89	98
40	9.2*	64	76	27
41	96	86	/	68
42	102	95	103	88
43	108	102	47	102
44	83	83	102	91
45	29	51	/	48
46	105	107	130	99
47	88	88	59	85
48	108	101	97	106

# The listing continues:
no.	mol	OVCAR-4	OVCAR-5	CAKI-1	RXF 393
49	C[n+]1cccc(C#N)c1	113	110	104	102
50	CC(Oc1ccc(C(=O)NS(C)(=O)=O)cc1C(F)(F)F)c1ccc(Oc2ccccc2)cn1 (stereo not drawn)	103	100	85	84
51	Cc1oc(-c2ccccc2)nc1CNC1CCCCCC1	102	98	75	53
52	COc1cc(-c2nnc(SC)n2-c2ccccc2)c(O)c2ccccc12	99	108	92	/
53	COC(=O)C1(C)CCCC2(C)C1CCC13OCC(CC21)C(O)(C(C)C)C3O (stereo not drawn)	102	106	102	104
54	COc1ccc(-c2cn(-c3ccc(Cl)cc3)c(SCC(=O)c3ccc(Br)cc3)n2)cc1	104	97	97	92
55	COc1cc(C(=O)c2cnc(-c3ccc4cc[nH]c4c3)[nH]2)cc(OC)c1OC	39	32	8.2*	34
56	CC(=O)NC1C(Nc2ccc(S(=O)(=O)Nc3nccc(C)n3)cc2)OC(CO)C(O)C1O (stereo not drawn)	106	106	/	113
57	CC(C)CCSc1nc(Nc2ccc(S(N)(=O)=O)cc2)c(C#N)c(-c2ccc(F)cc2)n1	72	93	74	71
58	C(=N\N1CCCCCC1)/c1ccc2c(c1)OCO2	109	89&95	100&84	111&93
59	COc1ccc(-c2cc(-c3cc(OC)c(OC)c(OC)c3)c(C#N)c(=O)n2CCCCC(=O)NO)cc1	67	77	46	53
60	Oc1c(Cl)cc(Cl)cc1C=Nc1cc(C(F)(F)F)ccc1N1CCc2ccccc2C1	65	99	71	93

no.	OVCAR-3	OVCAR-8	A498	ACHN
49	112	98	96	105
50	95	101	94	104
51	104	99	107	93
52	93	97	94	99
53	101	99	103	106
54	103	102	97	102
55	-34*	/	/	16
56	101	107	/	116
57	101	51	53	58
58	98&106	108&115	109	109&107
59	62	42	77	56
60	55	66	91	94

# Following part:
no.	mol	OVCAR-4	OVCAR-5	CAKI-1	RXF 393
61	O=[N+]([O-])c1ccc(/C=N/N2CCCCCC2)cc1	/	94	110	104
62	Cc1cc2nc3c(=O)[nH]c(=O)nc-3n(CCOC(=O)CCC(=O)O)c2cc1C	108	98	95	/
63	Cc1ccc(/C=C/c2nn3c(-c4ccco4)nnc3s2)cc1C	101	107	91	112
64	C/C(=N\O)c1ccc(Cl)cc1	109	118	97	141
65	COC(=O)COc1ccc(/C=N/NC(=O)Cn2c(C(C)C)nc3ccccc32)cc1OC	108	100	90	109
66	O=C1Nc2ccc(Cl)cc2/C1=C/c1c[nH]c2ccc(F)cc12	66	94	47	81
67	O=NN(CC(=O)N/N=C/C=C\c1ccccc1)CC(=O)N/N=C/C=C/c1ccccc1	97	95	91	71
68	O=c1cc(-c2cccnc2)oc2c1ccc1ccccc12	89	76	73	68
69	NC1=N/C(=C2/CCNC(=O)c3[nH]ccc32)C(=O)N1	91	/	97	128
70	CC(C)(C)C1CCC(=O)CC1	115	107	95	110
71	CN(C)CCSc1nnc(-c2cc(-c3ccccc3)nc3ccccc23)n1-c1ccccc1	83	101	74	75
72	CCOC(=O)C(C#N)Cc1ccccc1 (stereo not drawn)	114	103	99	124

no.	OVCAR-3	OVCAR-8	A498	ACHN
61	95	106	/	96
62	111	97	130	95
63	114	89	87	102
64	113	89	111	105
65	110	107	122	100
66	77	84	77	48
67	103	51	105	86
68	76	87	62	70
69	/	99	132	/
70	112	104	104	107
71	90	97	64	95
72	117	115	114	110

# New compounds follow.
no.	mol	OVCAR-4	OVCAR-5	CAKI-1	RXF 393
73	COC(=O)C1=CC(=O)n2nc3n(-c4ccccc4)c(=O)/c(=C\c4ccc(OC)cc4)n3c2=NN1	94	112	86	106
74	CCCCCCC#CC(=O)O	88	108	92	113
75	O=C1/C(=C/c2cc(Cl)cc(Cl)c2)Cc2c(F)ccc(Br)c21	96	109	80	104
76	COc1ccc(OCC(CO)N2CCN(c3ccccc3)CC2)cc1 (stereo not drawn)	92	103	91	119
77	CC(=O)SC1CC(=O)OC1=O (stereo not drawn)	111	96	75	93
78	Nc1ccccc1SC1CC(=O)N(c2ccccc2Cl)C1=O (stereo not drawn)	94	94	88	109
79	CCCSc1nc(Nc2ccc(/C(C)=N\NC(N)=S)cc2)c(C#N)c(-c2ccc(OC)cc2)n1	28	95	-7.3*	11
80	O=C(c1ccccc1)c1ccc[nH]1	/	110	107	117
81	CC1=C(C#N)C2=NNC(=O)C(=O)NN2C(c2ccccc2)=C1	103	114	97	138
82	NS(=O)(=O)c1cccc(C(=O)Nc2ccc(F)cc2)c1	98	100	92	102
83	Cc1ccc(NC(=O)C2CC(CN3CCN(C)CC3)C2)cc1Nc1nccc(-c2cccnc2)n1 (stereo not drawn)	106&98	102&97	93&92	106&104
84	O=C1c2ccccc2NC(c2cn(-c3ccccc3)nc2-c2cccs2)N1Cc1ccccc1 (stereo not drawn)	87	90	/	95

no.	OVCAR-3	OVCAR-8	A498	ACHN
73	110	99	84	100
74	107	97	78	102
75	93	105	148	102
76	102	94	108	104
77	95	99	88	94
78	104	94	109	95
79	67	31	101	47
80	105	94	/	112
81	111	108	132	106
82	111	98	/	103
83	102&101	111&107	101&101	96&101
84	89	90	84	86

# Going on with the list.
no.	mol	OVCAR-4	OVCAR-5	CAKI-1	RXF 393
85	Cc1ccc(C(=O)N2CCN(c3ccc(NC(=O)c4cccs4)cc3)CC2)cc1	/	112	119	108
86	O=C(Nc1ccc(S(=O)(=O)O)cc1)c1ccc(N=Nc2cc(S(=O)(=O)O)c3ccccc3c2O)cc1	100	109	/	126
87	C/C=C/C(OC(C)=O)OC(C)=O	113	98	101	119
88	N=C(N)c1ccc(C(=N)N)cc1	108	108	92	173
89	CCNC(=O)Oc1ccc(/C(=C(\C)c2ccccc2)c2ccc(OCCN(CC)CC)cc2)cc1	81	88	59	71
90	N#CC1=C(N)Oc2c(sc3c(F)cccc23)C1c1ccc(O)cc1 (stereo not drawn)	88	116	/	99
91	O=c1c2ccccc2ncn1-c1ccc(Cl)cc1Cl	99	95	102	108
92	Cn1c(=S)sc2ccc3ccccc3c21	107	86	89	94

no.	OVCAR-3	OVCAR-8	A498	ACHN
85	122	94	98	92
86	112	105	117	109
87	113	105	77	101
88	105	97	92	103
89	94	78	/	102
90	74	90	90	98
91	/	100	117	96
92	105	105	61	101
